Keap1 Nrf2 FP: disrupts human Keap1 binding to Nrf2 peptide; Keap1 Kelch-Nrf2 peptide fluorescence polarization, 1536-well; inhibition, % at 9.4 µM; AID 504523; Q14145; hit rate 0.15% among 340,000; in the data active = inhibition above about 12%;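 also: human Keap1 Kelch domain with fluorescein labeled Nrf2 9mer peptide probe; 0% = neutral control wells and 100% = peptide positive control; higher means more block of Keap1 binding to Nrf2 peptide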
RTF Ca sens inh: cardiac RTF calcium desensitization. P19429+P45379. IANBD-labeled cardiac RTF, Ca2+ fluorescence. inhibition, % at 7.15 µM. hit rate 0.12% among 340,000. AID 493244;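 active = inhibition above the mean inhibition of all tested compounds plus 3 SD, cut at about 17% in these data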;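 also: assay run at fixed EC70 calcium of 1.6 mM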
CAL PDZ FP-1: blocks peptide binding to human CAL PDZ domain. hit rate 0.02% among 330,000. purified CAL PDZ, TMR-peptide fluorescence polarization, 1 h. AID 504414. Q9HD26. inhibition, % at 20 µM;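 active = highest replicate inhibition of at least 40%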;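 also: plate controls were DMSO neutral control wells for no effect and unlabeled competitor peptide control wells for full effect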
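material = purified tagged CAL PDZ domain construct (CerCALP) | compound dosing = 20 µM, one dose | times = 1 h at RT | measured by = fluorescence polarization from S- and P-plane intensities, G-factor corrected | read-out = inhibition from polarization loss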
V-ATPase pH: regulators of yeast V-ATPase proton transport; S. cerevisiae, pHLuorin cytosolic pH fluorescence; hit rate 0.37% among 350,000; response, % at 10 µM; in the data active = response mostly above about 7.3%, no sharp cut-off; inactive = mostly below about 5.4%; also: actives read high; inactives centre near 0; some compounds called inactive have numbers as strong as hits; reference of the scale not given here
DAGLB inh: blocks human DAGLB lipase activity; HEK293T DAGLB membrane lysate, EnzChek fluorogenic substrate; AID 504411; inhibition, % at 5.17 µM; hit rate 0.059% among 340,000; Q8NCG7; in the data active = inhibition above about 34%;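 also: 0% = enzyme with vehicle and 100% = wells lacking enzyme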
Arr AP2 block: blocks beta-arrestin peptide binding to AP2 adaptin | FITC-arrestin peptide / GST-AP2 beads, flow cytometry; AP2 beta2 appendage carries R879A mutation | inhibition, % at 10 µM | hit rate 0.31% among 340,000;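 active = inhibition above a set limit, near 3 SD of compounds lacking own fluorescence, cut at about 54% in these data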;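 also: plate controls were DMSO wells for no effect and 5 µM unlabelled arrestin peptide for full effect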
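test system = AP2 appendage R879A on GSH beads | buffer or medium = PBS plus Tween 20 (0.05%) and BSA (0.1%) | incubation = 12 min plus 1 h, RT | detection = bead flow cytometry, FITC channel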
CAL PDZ FP-2: inhibitors of human CAL PDZ peptide binding; purified CAL PDZ, TMR-peptide fluorescence polarization, 1 h; inhibition, % at 24.9 µM; hit rate 0.92% among 300,000; AID 602252;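 active = mean inhibition of at least 30% with at least half of replicates also reaching 30%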;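 also: 0% = DMSO neutral control and 100% = excess unlabeled competitor peptide PRC23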
C-LANA FP: KSHV C-LANA DNA binding inhibition. hit rate 0.078% among 340,000. AID 504423. MBP-C-LANA/FAM-LBS DNA binding, fluorescence polarization. inhibition, % at 9 µM;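 active = highest replicate inhibition at or above 60% at 9 µM, even if other replicates fall short; inactive = all replicates below 60% inhibition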;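 also: 0% = neutral control wells and 100% = 4 µM acridine orange control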
DSG3 Ab inh: inhibitors of pemphigus antibody binding to human desmoglein-3 | DSG3-coupled beads, scFv-anti-DSG3-GFP binding, flow cytometry; hits give low values | P32926 | AID 588358 | hit rate 0.48% among 310,000 | binding (percent of control), % at 10 µM;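 active = binding more than 3 SD below its plate's average and above zero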;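 also: hits lower antibody fragment binding to DSG3; some compounds called inactive have numbers as strong as hits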
Target sequence (P32926 whole entry, looked up, the tested form may be a part): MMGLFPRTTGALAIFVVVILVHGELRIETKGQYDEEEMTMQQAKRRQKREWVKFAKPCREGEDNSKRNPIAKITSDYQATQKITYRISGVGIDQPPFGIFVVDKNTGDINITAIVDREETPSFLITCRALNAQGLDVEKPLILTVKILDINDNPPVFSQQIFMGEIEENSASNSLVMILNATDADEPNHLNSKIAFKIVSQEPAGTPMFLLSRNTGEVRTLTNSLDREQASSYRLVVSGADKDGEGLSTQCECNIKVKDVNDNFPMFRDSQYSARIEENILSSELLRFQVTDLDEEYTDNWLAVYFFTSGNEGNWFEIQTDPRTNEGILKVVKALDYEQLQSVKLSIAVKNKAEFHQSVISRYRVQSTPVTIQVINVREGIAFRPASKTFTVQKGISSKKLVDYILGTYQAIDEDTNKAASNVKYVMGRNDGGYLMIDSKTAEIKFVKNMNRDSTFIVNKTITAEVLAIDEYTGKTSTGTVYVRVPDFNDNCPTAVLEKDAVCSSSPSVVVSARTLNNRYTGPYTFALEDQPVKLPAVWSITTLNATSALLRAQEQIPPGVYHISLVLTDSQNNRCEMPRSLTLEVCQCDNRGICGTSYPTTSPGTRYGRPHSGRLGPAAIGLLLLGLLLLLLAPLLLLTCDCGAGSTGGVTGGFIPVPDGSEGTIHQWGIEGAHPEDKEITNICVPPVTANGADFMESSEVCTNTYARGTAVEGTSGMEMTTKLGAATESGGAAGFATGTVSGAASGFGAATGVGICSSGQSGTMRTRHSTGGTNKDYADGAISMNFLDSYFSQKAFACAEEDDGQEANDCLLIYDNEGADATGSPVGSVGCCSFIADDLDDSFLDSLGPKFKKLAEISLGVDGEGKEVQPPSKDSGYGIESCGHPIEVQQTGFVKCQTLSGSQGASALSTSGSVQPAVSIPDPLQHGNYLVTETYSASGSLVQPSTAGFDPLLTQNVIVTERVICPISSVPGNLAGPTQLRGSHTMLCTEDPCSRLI
NSD2 inh: NSD2 (human) methyltransferase inhibition; O96028; NSD2 peptide methylation, AlphaScreen, 120 min; inhibition, % at 12.5 µM; hit rate 0.54% among 310,000; AID 743445; in the data active = inhibition above about 50%
* = called active by the depositor; · = no result given.

smiles	Keap1 Nrf2 FP	RTF Ca sens inh	CAL PDZ FP-1	V-ATPase pH	DAGLB inh	Arr AP2 block	CAL PDZ FP-2	C-LANA FP	DSG3 Ab inh	NSD2 inh
O=C(O)CNC(=O)/C(=C/c1cccc([N+](=O)[O-])c1)NC(=O)c1ccco1	2	5	-0.5	-1	-3	28	-1	0.5	114	-4
O=C1C2C(C(=O)N1/N=C/c1cc([N+](=O)[O-])c(O)cc1O)C1C=CC2C12CC2 (stereo not given)	-1	-10	-1.8	-3	4	-4	-4	13	92	25
COc1ccc(NC(=O)C2CCN(S(=O)(=O)c3cccc4nonc34)CC2)cc1	-3	-22	-4.1	-3	-2	17	-3	0.4	·	-5
COc1ccc(C2=CC(=O)C[C@H](c3ccc4c(c3)OCO4)C2)cc1	-2	-11	-2.6	1	-18	-4	-5	-0.2	99	·
O=[N+]([O-])c1ccc(CSc2nnc(SCc3ccc(Cl)cc3)s2)cc1	-2	-11	0.0	5	-9	21	3	0.0	102	-3
COc1ccc(S(=O)(=O)N2Cc3ccccc3CC2C(=O)Nc2nccs2)cc1OC (stereo not given)	0	-4	-0.7	-2	-3	19	-7	0.1	107	9
CC1(C)NC(=O)N(CCCSc2ccc(Cl)cc2)C1=O	-7	0	-0.9	2	0	2	·	-0.4	102	-2
Cc1ccnc(NC(=O)C23CC4CC(CC(C4)C2)C3)c1	1	0	-1.2	-4	-3	2	-1	0.0	94	-1
O=C(Nc1cccn2ncnc12)c1ccccc1	-1	-10	-1.1	-2	-8	-6	·	-0.4	95	0
CCn1nc(C)c(CNC(=O)Nc2ccccc2C(=O)OC)c1C	-3	-4	-0.7	-1	-2	35	8	-0.5	104	-2
COCCn1c(SCCN2CCCCC2)nc2ccccc2c1=O	3	4	-1.2	-2	-1	29	-5	1.3	93	3
COC(=O)c1oc2ccc(Cl)cc2c1-n1cccc1	-6	-15	-1.3	2	-9	-2	-1	0.3	·	2
O=C1NC(=Nc2ccccc2)S/C1=C\c1ccccc1	-5	-8	-0.4	-6	3	0	-2	-1.1	95	-1
CCCNC(=O)COC(=O)/C=C/c1cccc(F)c1	2	-11	-0.6	2	0	23	4	-0.2	101	-1
C=CCNCCCOc1ccc(C)cc1Br	-6	-5	0.4	-1	-2	-9	·	-1.8	94	36
COC(=O)c1ccc(NC(=O)C2CC(=O)OC2c2ccccc2)cc1 (stereo not given)	2	-3	-0.9	-4	-5	-14	·	-0.4	103	-3
O=C(CCNS(=O)(=O)c1ccc(Br)cc1)NCc1ccc2c(c1)OCO2	1	3	-0.5	-3	-1	2	1	0.2	97	·
CCN(CC)S(=O)(=O)c1ccc(N2CCOCC2)c(NC(=O)c2ccc(N3CCCC3=O)cc2)c1	-4	4	-0.9	-2	-4	-33	-1	-1.9	113	-6
COC(=O)C(C)Oc1ccc2cc(-c3ccccc3)c(=O)oc2c1 (stereo not given)	1	-9	-0.9	1	-2	3	5	-1.4	·	·
COc1cc(CN2CCN(S(=O)(=O)c3ccc(F)cc3)CC2)cc(OC)c1OC	-5	-1	-2.5	-1	2	-18	0	-0.8	121	-1
COc1ccccc1C(=O)Nc1ccnn1C1CCN(C(=O)c2cnsn2)CC1	0	-1	-0.3	2	0	-11	10	-0.8	103	7
Cc1onc(-c2ccccc2)c1C(=O)NCCc1c[nH]c2ccccc12	3	-2	-0.4	0	2	1	-1	2.4	101	2
COCCN(C(=O)c1csnn1)C(C(=O)NC1CCCCC1)c1ccc(C)cc1 (stereo not given)	-1	-4	-1.2	-2	-1	-4	-4	-2.1	97	1
Cc1cc(=O)oc2c3c(cc(OCC(=O)NCc4ccncc4)c12)OC(C)(C)CC3	0	4	-1.3	-2	-4	0	-1	-0.6	99	·
C=CCNC1=C(Cl)C(=O)c2ccccc2C1=O	0	-1	0.1	3	12	19	·	-0.4	115	92*
CCOc1ccc(NC(=O)CN2CCN(S(=O)(=O)c3ccc(Cl)cc3)CC2)cc1	0	-9	·	-1	-2	-3	0	-0.1	116	0
CN(C)CCCN(C(=O)C1COc2ccccc2O1)c1nc2ccc(F)cc2s1 (stereo not given)	-4	-5	-1.2	-2	0	5	-2	1.9	103	0
O=C(NC1CCCC1)C1CCCN(C(=O)Nc2ccccc2)C1 (stereo not given)	-3	0	-1.3	1	-2	33	5	-1.2	95	2
Cc1cc(NC(=O)CSc2nc3c(c(=O)n2Cc2ccccc2)SC(C)C3)no1 (stereo not given)	2	-1	0.4	-2	2	-11	·	0.4	101	·
Cc1c(N(C(=O)CNC(=O)c2ccccc2)C2(C(=O)NC3CCCC3)CCCCC2)c(=O)n(-c2ccccc2)n1C	7	14	-0.1	-2	-2	-22	·	0.1	103	-2

One compound at a time, as listed above:
O=C1NC(=Nc2ccccc2)S/C1=C\c1ccccc1 as listed: Keap1 Nrf2 FP: -5; RTF Ca sens inh: -8; CAL PDZ FP-1: -0.4; V-ATPase pH: -6; DAGLB inh: 3; Arr AP2 block: 0; CAL PDZ FP-2: -2; C-LANA FP: -1.1; DSG3 Ab inh: 95; NSD2 inh: -1
Cc1onc(-c2ccccc2)c1C(=O)NCCc1c[nH]c2ccccc12 as listed: Keap1 Nrf2 FP: 3; RTF Ca sens inh: -2; CAL PDZ FP-1: -0.4; V-ATPase pH: 0; DAGLB inh: 2; Arr AP2 block: 1; CAL PDZ FP-2: -1; C-LANA FP: 2.4; DSG3 Ab inh: 101; NSD2 inh: 2

Carrying on.
smiles	Keap1 Nrf2 FP	RTF Ca sens inh	CAL PDZ FP-1	V-ATPase pH	DAGLB inh	Arr AP2 block	CAL PDZ FP-2	C-LANA FP	DSG3 Ab inh	NSD2 inh
O=C(CSc1nncn1-c1ccccc1)c1c[nH]c2ccccc12	1	0	0.8	-2	-2	30	7	1.6	106	-6
CCSc1cc(N2CC(C)OC(C)C2)nc(-c2ccccc2Cl)n1 (stereo not given)	-1	-6	·	1	-12	-3	0	-0.4	96	-3
Cc1cc(Cl)nc(-c2ccccc2)n1	1	-8	15	-2	0	-8	-4	0.1	96	-3
CCOc1ncccc1C(=O)Nc1c(C)n(C)n(-c2ccccc2)c1=O	1	-11	-2.3	-1	-2	2	-1	-6.3	·	4
Cc1ccc(CNC(=O)COC(=O)c2ccc(Br)o2)cc1	0	-7	-0.1	0	-4	-12	-1	-0.5	108	0
OCCN(CCO)CC(O)COc1ccc(C23CC4CC(CC(C4)C2)C3)cc1 (stereo not given)	-6	8	-0.6	0	0	12	-2	0.1	113	4
Cc1ccccc1OCC(=O)NC(=S)Nc1ccc(Br)c(C)n1	-4	-3	-0.9	0	-4	-2	-2	2.5	96	-2
Cc1nn(Cc2nnc(SCC(=O)Nc3cccc(C(F)(F)F)c3)n2C)c(C)c1[N+](=O)[O-]	-3	·	0.2	0	·	-8	·	0.9	100	0
N#CCCn1c2ccccc2c2nc3ccccc3nc21	1	6	0.0	0	-3	33	-3	1.8	104	-1
CC(C)CCn1c(=O)c2ccccc2n2c(=S)[nH]nc12	1	-4	-1.3	2	2	-5	-8	2.4	107	3
N#CC1=C(Nc2ccccc2)SC=C(c2ccc(Cl)c(Cl)c2)N=C1N1CCOCC1	-1	-8	·	-2	-2	6	-4	20	·	2
CCCN1CCC(=O)N(CCSc2ccc(OC)cc2)CC1	-8	6	-2.2	-3	2	-7	3	2.0	107	·
CCS(=O)(=O)Nc1ccc(C(=O)CC2(O)C(=O)Nc3ccc(Br)cc32)cc1 (stereo not given)	0	0	-0.9	-3	-1	8	0	-0.2	128	-1
CCOc1ccc(NS(=O)(=O)c2cc(C(=O)NCCN3CCOCC3)ccc2C)cc1	-1	-7	0.6	1	0	10	1	-0.1	88	0
Cc1nc(N)sc1C(=O)NN	-5	·	-0.4	0	·	4	·	-0.8	97	-2
CN(CC(=O)Nc1ccccc1Br)C(=O)CNC(=O)c1cccs1	0	-1	-0.2	0	-1	4	-3	-0.6	93	1
Cc1cccc(NC(=O)CSc2nnc(-c3ccncc3)n2CC2CCCO2)c1 (stereo not given)	-4	-5	-1.7	1	-2	-5	-6	0.3	92	2
NS(=O)(=O)c1cccc(NC(=O)c2cc(=O)c3ccccc3o2)c1	-4	0	-3.5	-2	0	-9	-4	0.7	92	·
CCN(c1ccccc1)S(=O)(=O)c1ccc(OC)c(NC(=O)CNC)c1	1	-8	-2.0	1	-2	16	-1	-2.3	101	11
CCOC(=O)C1CCN(C(=O)Nc2ccccc2Cl)CC1	-2	2	-0.4	1	-2	17	3	0.4	·	-1
COc1ccc(NC(=O)CSCC(=O)Nc2nnc(C)s2)cc1	3	-9	-2.1	-1	1	1	-1	0.1	100	0
CNCCCOc1cc(C)cc(C)c1C	-2	5	0.2	1	-2	32	0	1.3	100	28
CCO[C@@H]1OC(C(=O)O)=C[C@H](c2coc3ccccc3c2=O)[C@H]1CCCO	-2	-5	-0.5	3	2	-4	-1	1.0	·	·
CCC(CC)C(=O)N1CCN(c2ccccc2)CC1	-2	4	·	-4	-1	-9	-2	-0.4	·	-1
C=CCc1ccccc1OCC(O)CN1C(=O)c2ccccc2C1=O (stereo not given)	-6	-2	0.6	1	-8	9	2	0.7	108	0
CCOc1cccc(C(=O)Nc2cccc(C(=O)NC(C)(C)C)c2)c1	-3	-1	-3.2	-4	-1	2	-3	5.8	100	-3
CCOC(=O)C1=c2s/c(=C\c3cccnc3)c(=O)n2C(N)=C(C(=O)OC)C1c1cccnc1 (stereo not given)	-2	-7	-6.7	1	1	-8	20	5.6	90	-1
CCCCn1nnc(NC(=S)NC(=O)c2ccc(OCC)c([N+](=O)[O-])c2)n1	0	-12	-1.1	3	0	-9	·	-0.7	106	-1
O=C(CSc1ccc(/C=N/NC(=O)c2cccc(F)c2)o1)Nc1ccccc1	-6	-2	-2.1	-3	2	0	-1	0.6	102	-4
OCCNCCCCCOc1ccc(F)cc1	-2	-8	-2.2	-2	2	-3	-2	-0.1	85	7

smiles	Keap1 Nrf2 FP	RTF Ca sens inh	CAL PDZ FP-1	V-ATPase pH	DAGLB inh	Arr AP2 block	CAL PDZ FP-2	C-LANA FP	DSG3 Ab inh	NSD2 inh
CCCc1nc2c(s1)CCc1onc(-c3cccc([N+](=O)[O-])c3)c1-2	3	-11	1.1	0	-15	-10	6	-0.2	96	·
CCOc1ccccc1NC(=O)CCS(=O)(=O)c1ccc2c(c1)CCN2C(C)=O	-5	-1	-0.2	1	-1	-1	·	-0.2	106	3
COc1cccc(/C=C/C(=O)OCC(=O)NCCCc2ccccc2)c1OC	2	-2	-1.9	1	-3	-9	-4	-0.8	108	0
COc1cc(-c2nc(-c3ccccc3)c(-c3cccs3)[nH]2)cc(OC)c1OC	-3	-6	-1.5	0	1	-2	·	-1.2	101	1
O=C1CN(C(=O)c2ccc(F)cc2)c2ccccc2N1	-1	-8	-2.4	1	-1	-10	-2	-1.1	96	2
CCCCCCCNc1cccc(C)c1	-1	1	-0.2	-2	2	1	4	-2.3	·	0
CC1CCC(NC(=O)Cn2c(=O)oc3cc(S(=O)(=O)N4CCCC4)ccc32)CC1 (stereo not given)	-2	3	-0.5	0	-1	7	·	0.0	100	·
O=C(Nc1ncc2c(n1)-c1ccccc1OC2)c1ccccc1Cl	3	-2	-2.6	0	-2	5	0	-0.8	·	·

This is a subset, so the mix of outcomes need not match the whole.
